# GSIS activator: GLuc luminescence reporter in INS-1E cells, primary screen for activators of glucose-dependent secretion of insulin; activation, % at 16.6 µM; INS-1E GLuc reporter insulin secretion, 2-3 h; hit rate 0.61% among 370,000; AID 743287;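 active = lowest replicate activation of at least 40%, so every replicate reaches that level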;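 also: 0% = median of neutral control wells and 100% = median of IBMX positive control wells; some compounds called inactive have numbers as strong as hits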
# FN deposit inh: fibronectin deposition inhibition | AID 743247 | hit rate 0.086% among 350,000 | AH1F fibroblasts, Alexa488-fibronectin deposition fluorescence, overnight | inhibition, % at 12.6 µM;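 active = mean inhibition across replicates of 30% or more, regardless of how many single replicates reach that level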;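 also: positive control wells lacked labelled fibronectin entirely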
#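 material = AH1F fibroblast monolayer depositing Alexa488-labelled fibronectin into matrix | amount = 10000 AH1F cells/well | buffer or medium = DMEM plus 2% serum, read in PBS | incubation = 1 h cell adhesion before compound, then overnight fibronectin incubation | detection = fluorescence at 485 nm excitation, 525 nm emission | evaluation = percent inhibition as loss of matrix-bound fibronectin fluorescence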
# miR122 inh: miR-122 inhibition in Huh7 cells; hit rate 0.3% among 340,000; Huh7 miR-122 Renilla luciferase sensor, 48 h; neutral wells = 0, positive control = 100; activation (reporter increase), % at 12.5 µM; AID 602342;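 active = mean replicate activation score at least 90 and every replicate individually at or above 90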;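 also: higher luciferase means less miR-122 activity so hits act as miR-122 inhibitors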
# * = called active by the depositor; nt = not tested or not shown. Some of the compounds tested; the hit share may differ from the screen's.
smiles,GSIS activator,FN deposit inh,miR122 inh
CCN(CC)C(=O)CSc1nc2c(sc(=S)n2CC)c(=O)n1-c1ccccc1,nt,-9,2
c1ccc(-c2nccc(-c3ccc(-n4cnc5ccccc54)cc3)n2)nc1,nt,-11,-10
COc1ccc(OCCNC(=S)Nc2cccc3ccccc23)cc1,nt,-1,4
COC(=O)c1nc(NC(=O)c2ccccc2Cl)n[nH]1,nt,2,-7
O=S(=O)(C/C(=C/CO)S(=O)(=O)c1ccccc1)c1ccccc1,nt,10,-72
O=C(O)c1cc(S(=O)(=O)N2CCOCC2)ccc1N1CCOCC1,nt,-11,1
CCOC(=O)C1CCCCN1Cc1cc(OC)ccc1OC (configuration not stated),nt,17,-4
CCCCc1nccn1CCn1ccnc1CCCC,nt,7,-3
Cc1ccc2nc3c(nc2c1)-c1ccccc1C3=O,nt,-9,8
O=C(NCCO)C1(c2ccc(Cl)cc2)CCCC1,nt,1,0
NC(=O)CCn1c(=O)oc2ccccc21,nt,14,6
O=C(NC1CCCCC1)c1cc2nc(-c3ccco3)cc(C(F)(F)F)n2n1,nt,-4,-1
Cc1ccc(-c2cc(C(=O)O)n[nH]2)o1,nt,-6,-9
COn1c2c(c3c4no[n+]([O-])c4ccc31)CCCC2,nt,-2,-7
Cc1nn(-c2ccccc2)c2sc(C(=O)NNC(=O)COc3ccccc3)cc12,nt,11,27
Cc1ccc(-c2nn(CC(=O)N(C)C)c(=O)c3ccccc23)cc1S(=O)(=O)N(C)C,nt,-3,-1
Nc1cccc(S(=O)(=O)NC2=NCCC2)c1,nt,-1,-2
COCCNC(=O)CSc1ncnc2sccc12,nt,-12,-9
O=C(CN1C(=O)COc2ccccc21)c1ccc(Cl)cc1,nt,10,-3
CCOC(=O)c1ccc(N2C(=O)C(O)=C(C(C)=O)C2c2ccccn2)cc1 (configuration not stated),nt,-12,-19
Cc1sc2ncnc(SCC(=O)N3CCCC3=O)c2c1C,nt,6,0
CC(NC(=O)Nc1ccc(F)cc1F)c1ccncc1 (configuration not stated),nt,8,-5
CN(c1ccccc1C(=O)O)S(C)(=O)=O,nt,-3,-1
Cc1ccc2c(CC(=O)Nc3nc(C)cs3)coc2c1,nt,-8,1
N#CC1=C(N)Oc2c(ccc3cccnc23)C1c1cccnc1 (configuration not stated),nt,-6,-7
COc1cc(/C=C2/OC(=O)c3cc([N+](=O)[O-])ccc32)cc(OC)c1OC,nt,-13,4
Cc1ccc2nc(C(O)C(O)c3nc4ccc(C)cc4[nH]3)[nH]c2c1 (configuration not stated),nt,-9,7
Cc1cccc(Nc2nc(-c3c(C)nc4ccccn34)cs2)c1,nt,-3,-2
CCCCCCc1cc2cc(C(=O)NC)c(=N)oc2cc1O,nt,-8,-7
Cc1nn(C)cc1/C=C1\SC(=S)NC1=O,nt,-13,6

# The final two records of the part before come first, to join the parts.
smiles,GSIS activator,FN deposit inh,miR122 inh
CCCCCCc1cc2cc(C(=O)NC)c(=N)oc2cc1O,nt,-8,-7
Cc1nn(C)cc1/C=C1\SC(=S)NC1=O,nt,-13,6
O=C(c1ccco1)N1CCN(C(=O)C(Cc2ccccc2)NS(=O)(=O)c2cccs2)CC1 (configuration not stated),nt,10,15
CCCCNC(=O)CCn1c(=S)[nH]c2cc3c(cc2c1=O)OCO3,nt,7,-2
COc1ccc(CN(CC(=O)NC2CCCC2)C(=O)CCC(=O)Nc2cc(C)on2)cc1,12,nt,-6
Cc1c(O)c(CN2CCCCC2)cc2c1oc(=O)c1ccccc12,-1,nt,29
O=C(NCC(=O)N(Cc1ccccc1)C(C(=O)NCC1CCCO1)c1ccccc1)c1cccs1 (configuration not stated),-10,nt,1
COc1ccc2c(Cl)c(C(=O)NCc3ccco3)sc2c1,-4,nt,-6
O=S(=O)(Nc1cccc(Oc2ccc(Cl)cc2)n1)c1ccc(F)cc1,-23,nt,7
Cc1nc(C)c(CCNC(=O)c2ccccc2Br)s1,26,nt,-5
Cc1cc(NC(=O)CSc2nnc(-c3cccnc3)n2N)no1,6,nt,-3
C=CCNCC(=O)NN=C(c1ccccc1)c1ccccc1,-4,nt,-3
Cc1nnc(SCC(=O)NCc2ccc3c(c2)OCO3)s1,7,nt,-2
Cc1cc(C)c2nc(SCCc3ccccc3)nc(C)c2c1,14,nt,-6
CCN1CCN(C(c2cccs2)C(C)NC(=O)c2c(F)cccc2F)CC1 (configuration not stated),-1,nt,0
CCCCCOC(=O)CSc1nc2c(c(=O)[nH]c(=O)n2C)n1CCc1ccccc1,11,nt,4
C=CCn1c(C)cc(C(=O)CSc2nnc(Cc3ccccc3)o2)c1C,17,nt,-1
COc1ccccc1NC(=O)C1=C(C)N(c2ccccc2)C(=S)NC1c1cccc(C(F)(F)F)c1 (configuration not stated),-19,nt,5
Cn1ncc2c(NNC(=O)Cc3cccc4ccccc34)ncnc21,1,nt,-6
O=C(NN=C1C2CC3CC(C2)CC1C3)c1cccs1,20,nt,3
CN1C(=O)/C(=C2/C=Cc3ccccc3N2CCCS(=O)(=O)O)SC1=S,-10,nt,-13
COC(=O)C1CC(=O)N(CCc2c[nH]c3ccccc23)C1 (configuration not stated),-7,nt,-7
CCN(CC)C(=O)c1sc(N)c(C#N)c1C,6,nt,-2
O=C(NCCCNc1ccc(C(F)(F)F)cc1[N+](=O)[O-])c1ccc(Cl)cc1,-32,nt,-14
O=C(NC1CCCc2ccccc21)c1cncc(Br)c1 (configuration not stated),21,nt,-1
O=C(CN1CCN(CC(=O)Nc2ccccc2C(F)(F)F)CC1)Nc1ccccc1F,12,nt,-3
OCCCCCNc1ncnc2ccccc12,-21,nt,-2
COc1ccc(N/C=C/C(=O)c2sc(-c3ccccc3)nc2C)cc1,-13,nt,-4
CCOC(=O)c1[nH]c(C)c(/C(O)=C2\C(=O)C(=O)N(CCN(C)C)C2c2cccc(OC)c2OC)c1C (configuration not stated),5,nt,-4
COc1cccc(/C=N/NC(=O)C(=O)NCc2ccco2)c1O,4,nt,1
CN=C1c2ccccc2CN1c1cccc(C(=O)OC)c1,89*,nt,0
Cc1cc(C(=O)Cn2nnc(-c3ccc(Cl)cc3)n2)c(C)n1CC1CCCO1 (configuration not stated),5,nt,-1

# Five entries drawn at random from the list so far:
smiles,GSIS activator,FN deposit inh,miR122 inh
O=C(CN1CCN(CC(=O)Nc2ccccc2C(F)(F)F)CC1)Nc1ccccc1F,12,nt,-3
Cc1cc(NC(=O)CSc2nnc(-c3cccnc3)n2N)no1,6,nt,-3
COc1ccc(N/C=C/C(=O)c2sc(-c3ccccc3)nc2C)cc1,-13,nt,-4
CCOC(=O)c1[nH]c(C)c(/C(O)=C2\C(=O)C(=O)N(CCN(C)C)C2c2cccc(OC)c2OC)c1C (configuration not stated),5,nt,-4
Cc1cc(C(=O)Cn2nnc(-c3ccc(Cl)cc3)n2)c(C)n1CC1CCCO1 (configuration not stated),5,nt,-1

# Further entries follow:
smiles,GSIS activator,FN deposit inh,miR122 inh
CC(Sc1nc2nn(-c3ccccc3)c(=O)c-2c2n1CCCCC2)C(N)=O (configuration not stated),2,nt,-1
COC(=O)c1ccc(-n2c(C)cc(/C=N/n3cnnc3)c2C)cc1,13,nt,2
Cc1cc(C)c(N2CCN(S(=O)(=O)N3CCCCCC3)CC2)c(C)c1,-33,nt,5
COc1ccccc1OCCN1C(=O)S/C(=C\c2ccco2)C1=O,-11,nt,-4
COc1cccc(N=C2SC(C(=O)Nc3ccccc3F)CC(=O)N2C)c1 (configuration not stated),-2,nt,1
Nc1ccccc1Nc1ccccc1,-12,nt,-9
O=C(C1CCN(S(=O)(=O)c2ccc(F)cc2)CC1)N1CCOCC1,24,nt,-2
CCc1ccccc1N1C(=O)C2CC=CCC2C1=O (configuration not stated),2,nt,1
COc1ccc(Cl)cc1-n1c(C)cc(C=O)c1C,7,nt,3
O=C(CCc1ccccc1)NNC(=O)C1CCCCC1,3,nt,3
Cn1cnnc1SCC(=O)Nc1ccccc1C(=O)NC1CC1,19,nt,-5
FC(F)(F)c1cc(Cl)c2nc(-c3ccccc3)cn2c1,2,nt,2
O=C(CSc1nnc(C2CC2)n1-c1ccccc1)NCc1ccco1,1,nt,-1
C=CCc1cccc2cc(C(=O)OCC(=O)c3ccccc3)c(=O)oc12,13,nt,-9
Oc1ccc2ccccc2c1C=Nc1cc(C(F)(F)F)ccc1N1CCCC1,-7,nt,4
CC1CCCCN1C(=O)Cn1nnc(-c2cccnc2)n1 (configuration not stated),19,nt,-4
Cc1cc(C)cc(OCC(=O)Nc2nc3ccc([N+](=O)[O-])cc3s2)c1,5,nt,-6
COc1ccnc(Oc2ccc(F)cc2)c1C(=O)N/C=N/OCc1c(Cl)cccc1Cl,-25,nt,-2
CC(=O)N1CCc2cc(S(=O)(=O)NCCC(=O)NCCc3ccccc3)ccc21,-1,nt,0
c1ccc2c(C[n+]3csc4ccccc43)cccc2c1,-9,nt,5
S=c1[nH]nc(C23CC4CC(CC(C4)C2)C3)n1Cc1ccco1,21,nt,2
COc1ccc2nc(SCC(=O)Nc3ccc(S(=O)(=O)N4CCCC4)cc3)c(C#N)cc2c1,-18,nt,-29
C/C(NCCN1CCOCC1)=C(\C#N)C(N)=O,2,nt,0
O=C(NCc1ccccn1)C1CCCN(S(=O)(=O)c2ccc(Br)cc2)C1 (configuration not stated),4,nt,-3
O=c1[nH]c(CN2CCCCC2)nc2ccccc12,-1,nt,4
COC(=O)C(C(=O)OC)C(C(C)C)C(C(=O)OC)C(=O)OC,6,nt,0
Cn1c(Oc2ccccc2NCc2cccc(Br)c2)cc(=O)n(C)c1=O,-11,nt,-10
Cc1c(Cl)cccc1N1C(=O)CC(N(O)c2ccccc2)C1=O (configuration not stated),5,nt,-2
CCOc1ccc(N(CC(=O)NC2CCCC2)C(=O)CCC(=O)Nc2ccccn2)cc1,24,nt,-10
Cc1noc2ncc(C(=O)c3cc(F)ccc3O)cc12,8,nt,2

smiles,GSIS activator,FN deposit inh,miR122 inh
CCCOC(=O)c1ccc(NC(=O)COC)cc1,6,nt,-5
COC(=O)Cc1c(C)c2ccc(OCC(=O)N3CCOCC3)cc2oc1=O,4,nt,1
Cc1cc(C)c(OCC(=O)Nc2cccc(NC(=O)c3ccco3)c2)c(Br)c1,-33,nt,-1
COc1cc(C(=O)NCC(=O)n2nc(C)cc2C)cc(OC)c1OC,-7,nt,-1
Cc1ccccc1/C(N)=N/OC(=O)N1c2ccccc2Sc2ccccc21,8,nt,7
Cc1nc(CNS(=O)(=O)c2ccc(Oc3ccccc3)cc2)cs1,-36,nt,6
CCSc1nnc(NC(=O)Cc2ccc(OC)c(OC)c2)s1,-1,nt,3
COc1cc(C2N(c3ccccc3)CCN2c2ccccc2)ccc1OC(C)=O,-27,nt,-3
O=C(CCC(=O)N(CC(=O)NC1CCCC1)Cc1ccc2c(c1)OCO2)Nc1ccccn1,6,nt,-7
Cc1nnc(C)n1/N=C/c1ccc(O)cc1,-3,nt,-4
O=C(O)c1cc(S(=O)(=O)N2CCOCC2)c(Sc2ccccn2)cc1Sc1ccccn1,19,nt,0
N#CC1=C(N)OC2=C(C(=O)CCC2)C12CCN(C(=O)OCc1ccccc1)CC2,1,nt,-1
CCCC(=O)Nc1cccc(Oc2nc(C)cc(C)c2C#N)c1,11,nt,1
FC(F)(F)c1cccc(N2CCN(CC3CC4C=CC3C4)CC2)c1 (configuration not stated),-16,nt,9
COc1ccc2c(CC(=O)OCC(=O)c3ccccc3OC)coc2c1,-3,nt,-3
Cc1occc1-c1nnc(SCC(=O)Nc2nc3ccccc3s2)o1,-5,nt,-4
CCS(=O)(=O)C(=C1Nc2ccccc2N1)S(=O)(=O)CC,2,nt,-6
COc1cc(OC)cc(C(=O)N2CCN(c3ncccn3)CC2)c1,20,nt,-1
COc1ccccc1C(O)(C(=O)NN(C(=O)c1ccccc1)c1ccccc1C)c1cccs1 (configuration not stated),3,nt,-4
O=C(N/N=C/c1coc2ccccc2c1=O)c1ccccc1Br,-10,nt,-15
CC(C)N(C)CCOC(=O)/C=C/c1ccccc1,9,nt,1
CC(C)CCNC(=O)CCNS(=O)(=O)c1ccc(Cl)cc1,-6,nt,-22
CC(C)COC(=O)C1[C@H]2C(=O)N(Cc3cccs3)C[C@]23C=C[C@H]1O3 (some centres not stated),3,nt,-1
O=c1c2ccc(Cl)cc2nc(-c2cccc(C(F)(F)F)c2)n1O,-48,nt,-18
COc1ccc(-n2c(N)c(C(=O)NCC3CCCO3)c3nc4ccccc4nc32)c(OC)c1 (configuration not stated),-12,nt,-6
COc1ccccc1CO/N=C/c1cccn1-c1nccc(N(C)C)c1C#N,-8,nt,0
Cc1cc(C)c(OCC(=O)N/N=C/c2ccco2)c(C)c1,-7,nt,-5
CCc1cc2c(=O)nc3n(c2s1)Cc1ccccc1/C3=C(/O)c1ccc(F)cc1,-9,nt,2
CN(C)C(=O)N1CCC(C(=O)NCc2ccccc2)CC1,13,nt,-1

# Compound activity as filed in PubChem.
